Screening data from PubChem BioAssay.
Autophagy mod = alters autophagy in cells | MEF GFP-LC3 puncta imaging; test concentration mostly 10 µM | calls only at 10 µM (by protocol) | 0.98% of 190,000 active | AID 463193;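 active = percentage of spot-positive cells more than 3 SD above its plate mean, without a fluorescence outlier flag or 80% toxicity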;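 also: spot-positive cell cutoff set from DMSO-treated cells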
T cell modulator = T cell immune modulation candidate. 2C CD8+ T cell-vesicle binding, flow cytometry; hits give low values. calls only at 7 µM. 0.068% of 330,000 active;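 active = response, share of CD8 T cells binding vesicles, and their 90th percentile fluorescence all below set limits, cut at about 80% in these data, passing the limit was not always enough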
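material = purified 2C TCR transgenic mouse naive CD8+ T cells | controls = Unloaded micro-vesicles (low), QL9 vesicles with 0.7% DMSO (high) | detection = cytometric PE anti-B7-1 and Alexa647 anti-CD8 signals after 1% paraformaldehyde fixation | incubation = binding step 1.5 h, 37 °C, antibody labelling 20 min, ice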
Yfh1-depleted yeast = mitochondrial function rescue without frataxin homolog – Friedreich's ataxia, plus single-dose screen, dose response (AID 1465) | S. cerevisiae Yfh1-off respiration, WST-1 reduction, 72 h; higher fold induction means a stronger effect | one-dose fold induction at 50 µM; EC50 in µM for titrated hits | 0.074% of 220,000 active;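 active = fold induction of absorbance versus untreated yeast above a set limit, then at least 30% activation at any dose in follow-up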;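 also: activators that raise dye reduction in frataxin-depleted yeast; strong numbers were not always called active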
Dynein transport = dynein cargo transport inhibition; 3617.4 mouse cells, GR-EGFP nuclear translocation imaging; test concentration mostly 20 µM; stimulated with dexamethasone, 1 µM; hits give low values; z-score, hits read low; 0.47% of 220,000 active; AID 1381;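 active = plate z-score of nuclear minus cytoplasmic receptor signal below a set negative limit, without overly bright fluorescence or cell loss, cut at about -3.5 in these data, passing the limit was not always enough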;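 also: z-score of nuclear minus cytoplasmic ring GR-EGFP intensity difference per well; some compounds called inactive have numbers as strong as hits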
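Buffer or medium – tet-free medium with charcoal-stripped serum · Signal – automated 10x imaging of fixed Hoechst-stained cells · Also added – dexamethasone agonist, 1.0 µM final, for 30 min · Incubation – induction 48 h, compound 1 h, agonist 30 min · Read-out – GR-EGFP nuclear translocation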
MT stabilize HCS = microtubule stabilizers in HeLa cells | HeLa tubulin immunostaining HCS, 24 h; share of cells brighter than vehicle mean+2SD | % tubulin-high responders, % at 10 µM | 0.83% of 200,000 active | AID 2205;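 active = plate Z-score above 3 for both tubulin-high and condensed-nucleus cell shares, with cell loss under 80%, at 10 µM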;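 also: anti alpha tubulin signal scored within the nucleus-defined area of each cell; some results filed as inactive read as strong as hits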
M17LAP inhibition = P. falciparum M17LAP inhibitors, primary screen, biochemical, fluorogenic H-Leu-NHMec substrate, 1536-well (AID 1619) | recombinant M17LAP, H-Leu-NHMec fluorogenic kinetic assay; higher % means a stronger effect | one-dose inhibition, % at 30 µM; IC50 in µM for titrated hits | 0.38% of 220,000 active;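 active = compound inhibiting the enzyme by more than half at any dose during confirmatory dose-response retesting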;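 also: plate controls were full reaction with DMSO carrier for no effect and no enzyme background for full effect; strong numbers were not always called active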
bCat nuc transl = modulators of beta-catenin nuclear translocation | HeLa beta-catenin nuclear translocation, immunofluorescence imaging | nuclear translocation activity, % at 5 µM | 0.3% of 190,000 active | AID 1665;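 active = nuclear translocation activity above 50% at 5 µM, with a well cell count of 50 or more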;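 also: per-cell ratio of nuclear to cytoplasmic median beta-catenin stain intensity; plate controls were DMSO negative control for no effect and GSK-3 inhibitor IX positive control for full effect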
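Assay system: human HeLa cells, native beta-catenin; doses: 5 µM primary, 0.02–20 µM confirmation; incubation: compound treatment 24 h, 37°C, 5% CO2; technique: fluorescence imaging of beta-catenin antibody stain plus DAPI; measure: % activation, nuclear-to-cytoplasmic median beta-catenin signal ratio per cell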
P. falciparum M1AAP = malaria alanyl aminopeptidase activity blockers – biochemical, fluorogenic H-Leu-NHMec substrate, 1536-well (AID 1445); recombinant M1AAP, H-Leu-NHMec fluorogenic kinetic assay; higher % means a stronger effect; one-dose inhibition, % at 30 µM; IC50 in µM for titrated hits; 0.42% of 220,000 active;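 active = primary inhibition above the hit cutoff, then over 50% inhibition at one or more dose response concentrations, cut at about 23% in these data, passing the limit was not always enough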;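 also: plate controls were DMSO full reaction for no effect and no enzyme background for full effect; strong numbers were not always called active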
WT yeast gro inh = growth inhibition of WT yeast, mitochondrial fusion screen. mitochondrial fusion phenotypic screen, WT strain. inhibition, % at 10 µM. 2.1% of 190,000 active. AID 1362; in the data active = inhibition above about 58%; tested in S. cerevisiae
WT yeast gro inh mutant strain = recorded beside WT yeast gro inh, whose call it bears; inhibition, %; mitochondrial fusion phenotypic screen, mutant strain inhibition
Dynein transport cytoplasmic EGFP = second read-out of Dynein transport, no call of its own (marks repeat the call); z-score; measured here: cytoplasmic GR-EGFP intensity; hits give high values
Dynein transport nuclear GR-EGFP = also measured in Dynein transport; calls as there; z-score; measured here: nuclear GR-EGFP intensity;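 lower value marks the stronger effect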
Dynein transport cell count = recorded beside Dynein transport, whose call it bears; z-score; measured here: cell count per field
bCat nuc transl cell count 5 µM = further read-out of bCat nuc transl, marked with its call; cell count; measured here: cell count, cytotoxicity flag
T cell modulator vesicle-bound % = recorded beside T cell modulator, whose call it bears; double positive events, %; measured here: CD8+ vesicle-bound cell fraction;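 binding gate set so that unloaded-vesicle control wells show 10% double positive cells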
MT stabilize HCS Hoechst-high % = also measured in MT stabilize HCS; calls as there; % Hoechst-high responders; measured here: nuclear condensation Hoechst responders;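 share of cells brighter than vehicle mean plus two SD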
MT stabilize HCS cytotoxicity % = also measured in MT stabilize HCS; calls as there; toxicity, %; measured here: cytotoxicity by cell density;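 0% = mean cell density of plate MIN control wells and 100% = no cells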
Autophagy mod cell loss 18 h = also measured in Autophagy mod; calls as there; toxicity, %; measured here: cell loss, nuclei count;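 cell loss after 18 h compound exposure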
Starred values were filed as active, the others as inactive; i = inactive; nt = no result given; + = active, no number.

Order of values – MT stabilize HCS cytotoxicity %	Dynein transport	M17LAP inhibition	Dynein transport cytoplasmic EGFP	WT yeast gro inh	Autophagy mod	P. falciparum M1AAP	Dynein transport cell count	bCat nuc transl cell count 5 µM	Yfh1-depleted yeast	Dynein transport nuclear GR-EGFP	WT yeast gro inh mutant strain	MT stabilize HCS	bCat nuc transl	MT stabilize HCS Hoechst-high %	Autophagy mod cell loss 18 h	T cell modulator	T cell modulator vesicle-bound %
- Cc1cccc(-c2nc(C)cc(=O)[nH]2)c1
 : nt	1.2	4%	-0.25	nt	nt	2%	0.075	1261	i	0.42	nt	nt	1.0	nt	nt	i	30
- CCN(CC)CC(=O)Nc1ccc([N+](=O)[O-])cc1
 : 12	0.56	9%	-0.3	-20	i	11%	-1.9	1499	i	0.37	8	1.4	0.6	2.1	-7	i	48
- CC(=O)Nc1cccc(NC(=O)C2CCCN2C(=O)Nc2cccc(C)c2)c1 (stereo unspecified)
 : 6.8	-0.045	9%	-0.2	-12	i	39µM*	-0.31	825	i	0.31	-11	6.7	-3.1	3.8	1	i	15
- Cn1c(SCc2ccccc2)nnc1-c1ccc2c(c1)OCO2
 : 3.3	-0.77	-4%	-0.26	-11	i	0%	0.15	nt	i	-0.52	2	3.5	nt	1.6	30	i	58
- c1ccc(Oc2cccc(CN3CCOCC3)c2)cc1
 : 1.9	0.058	2%	-0.29	-2	i	6%	-0.38	1028	i	0.063	-10	4.7	2.3	2.8	-2	i	11
- CC(C)c1nc2sc3c(SCC(N)=O)ncnc3c2c2c1CCC2
 : nt	0.5	3%	-0.26	nt	nt	-6%	-0.59	1324	i	0.25	nt	nt	-0.2	nt	nt	i	38
- COc1ccc(-c2nn(C)c(=O)c3ccccc23)cc1NC(=O)COc1ccccc1
 : 1.6	-0.75	13%	-0.11	3	i	6%	1	1388	i	-0.5	6	4.5	0.1	3.7	0	i	22
- Cc1ccccc1OCCn1cc(C(=S)N2CCN(C)CC2)c2ccccc21
 : 3.5	0.23	1%	-0.33	37	i	4%	0.57	1141	i	-0.053	26	2.6	-2.5	1.9	5	i	6
- CCOc1ccc(N2C(=O)CC(/C=C3/N(C)c4ccccc4C3(C)C)C2=O)cc1 (stereo unspecified)
 : 2.6	0.15	16%	-0.14	14	i	-5%	-0.13	1229	nt	0.37	-8	3.2	-6.2	1.8	-8	i	56
- COC(=O)C1CCN(C(=O)COC(=O)Cn2cnnn2)CC1
 : 10	0.59	-6%	-0.17	-7	i	4%	-0.91	1157	i	0.87	-11	2.4	-0.9	1.4	13	i	55
- Cn1cc(Cl)c(C(=O)NNC(=S)NCc2ccco2)n1
 : 5.9	-0.054	-5%	-0.36	2	i	8%	0.95	977	i	-0.066	10	9.9	-0.1	1.2	-8	i	30
- CC1CCCC(NC(=O)c2cn(C)c3ccc(S(=O)(=O)N4CCCC4)cc3c2=O)C1C (stereo unspecified)
 : 4.3	1.2	3%	0.024	-16	i	0%	-0.68	nt	nt	1.5	0	4.5	nt	2.2	19	i	20
- CCOC(=O)c1cnc2c(C)cc(C)cc2c1Nc1ccc(S(=O)(=O)Nc2ncccn2)cc1
 : 1.9	-0.42	15%	0.14	-7	i	9%	0.87	1120	i	-0.42	-18	4.2	-0.6	2.5	0	i	42
- O=C(CNC(=O)c1ccco1)NCCCc1ccccc1
 : 4.0	2.8	1%	-0.063	-10	i	4%	-1.5	1165	i	1.1	15	6.9	-1.9	1.4	23	i	50
- C=CS(=O)c1sc(Cl)c(N2CCOCC2)c1[N+](=O)[O-] (stereo unspecified)
 : 10.0	-5.8*	4%	2.6*	5	i	2%	-1.5*	1160	i	-2.6*	9	2.9	-4.3	3.6	-11	nt	nt
- COc1ccc(S(=O)(=O)N2CCN(c3ccccn3)CC2)cc1[N+](=O)[O-]
 : nt	0.84	-8%	-0.21	nt	nt	4%	-0.39	1294	i	0.47	nt	nt	0.8	nt	nt	i	15
- N=C1C(c2nc(-c3cccc([N+](=O)[O-])c3)cs2)=C(O)CN1NC(=O)c1ccco1
 : 5.5	1.2	10%	-0.29	3	i	8%	-0.22	917	i	0.75	9	2.3	-0.1	3.0	9	i	61
- O=C(NC(=S)Nc1cccc(NC(=O)c2ccccc2)c1)c1cccc([N+](=O)[O-])c1
 : 11	-0.014	3%	0.23	11	i	7%	-0.21	883	i	0.27	2	2.3	1.1	2.5	6	i	27
- COc1ccc(C(=O)N2CCN(C(C)=O)CC2)cc1S(=O)(=O)N1CCOCC1
 : 9.6	1.7	1%	-0.2	-3	i	-6%	-0.54	1210	i	1.1	-15	4.4	-4.0	2.3	-11	i	43
- CCc1c(C)sc(NC(=O)OC)c1C(N)=O
 : 5.7	-0.056	-6%	-0.2	19	i	-6%	0.052	1491	i	-0.15	-1	1.2	-2.8	1.2	-1	i	47
- Cc1ccc(C(=O)c2cc([N+](=O)[O-])ccc2N2CCCCC2)c(C)c1
 : 39	0.55	4%	-0.21	52	i	4%	-0.68	389*	i	0.46	-17	5.9	59*	42	59	i	38
- CCN(CC)C(=O)CSc1ncnc2sccc12
 : 0.3	-1.1	-1%	0.3	-7	i	0%	-3.7	1138	i	-0.39	-3	1.0	-4.0	1.1	4	i	39
- COc1ccccc1C(c1nnnn1Cc1ccccc1)N1CCC(C(N)=O)CC1 (stereo unspecified)
 : 2.5	-0.1	5%	0.33	-9	i	-4%	1.2	414	i	-0.063	8	2.6	-0.9	1.5	-10	i	43
- CCN(Cc1cc(=O)n2ccsc2n1)Cc1nc2ccccc2c(=O)[nH]1
 : 6.5	-0.54	0%	-0.33	4	i	4%	-0.39	1034	i	0.28	5	5.8	-2.8	2.9	16	i	53
- CS(=O)(=O)N1CCN(C(=O)COc2ccccc2)CC1
 : 10	2.3	21%	-0.19	5	+	10%	-1.2	1062	i	1.2	6	2.6	-1.2	1.8	-6.4*	i	45
- COc1cc(OC)c(NS(=O)(=O)c2cc(C(=O)OCC(=O)NCC3CCCO3)ccc2OC)cc1Cl (stereo unspecified)
 : 0.8	-0.22	8%	-0.34	5	i	4%	0.00056	1035	i	-0.22	-1	0.9	-3.3	1.8	3	i	50
- COc1ccc(/C(O)=C2\C(=O)C(=O)N(CCN(C)C)C2c2cc(OC)c(OC)c(OC)c2)c(C)c1 (stereo unspecified)
 : 6.5	-0.9	7%	-0.08	-1	i	5%	-0.065	1008	i	-1	7	5.8	1.0	3.2	21	i	40
- Cc1ccc(OS(=O)(=O)c2ccccc2)c(/C=N/N=C2\NC(=O)C(C)S2)c1 (stereo unspecified)
 : 8.8	-0.52	8%	-0.27	23	i	9%	0.26	544	i	-0.055	10	1.8	-1.9	1.8	-5	i	6
- CCCc1cc(=O)oc2c(CN3CCN(C)CC3)c(O)c(Cl)cc12
 : nt	nt	i	nt	18	nt	42µM*	nt	1188	i	nt	13	nt	0.8	nt	nt	i	32
- COC(=O)c1c(C)[nH]c(C(=O)COC(=O)Cc2ccc3c(c2)OCCO3)c1C
 : 7.3	0.19	-3%	-0.2	-29	i	-5%	-0.52	974	i	0.077	-7	12	-2.5	3.7	4	i	33
- CCCS(=O)(=O)N1CCN(Cc2ccncc2)CC1
 : 11	0.00021	8%	-0.2	3	i	6%	-0.19	1210	i	0.29	15	2.5	-0.6	2.3	-5	i	15
- O=C(COC(=O)c1ccc(NS(=O)(=O)c2cccs2)cc1O)NCc1ccccc1
 : 59*	0.12	36%	-0.22	-4	i	1%	0.69	203*	i	-0.29	-9	24*	76*	33*	-4	i	20
- CC1(C)Cc2ccccc2-c2nnnn21
 : 8.4	0.1	-7%	-0.31	-8	i	12%	0.26	1077	i	0.35	2	7.6	-3.8	2.5	24	nt	nt
